Ins promoter up: MIN6 insulin promoter up-regulation; z-score at 5 µM; hit rate 0.3% among 190,000; MIN6 insulin promoter-GFP reporter, high-content imaging; active compounds read high;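 active means z-score above 3 at 5 µM with at least 500 cells counted in the well; inconclusive means wells under 500 cells, flagged as cytotoxic or low count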
Autophagy mod: modulators of autophagy | AID 463193 | calls only at 10 µM (by protocol) | MEF GFP-LC3 puncta imaging; test concentration mostly 10 µM | hit rate 0.98% among 190,000;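 active means percentage of spot-positive cells more than 3 SD above its plate mean, without a fluorescence outlier flag or 80% toxicity; inconclusive means no clear call, values can overlap the other calls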;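 further: spot-positive cell cutoff set from DMSO-treated cells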
T cell modulator: T cell immune modulators affecting CD8 T cell-vesicle binding; 2C CD8+ T cell-vesicle binding, flow cytometry; active compounds read low; calls only at 7 µM; hit rate 0.068% among 330,000; AID 2052;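 active means response, share of CD8 T cells binding vesicles, and their 90th percentile fluorescence all below set limits, cut at about 80% in these data, passing the limit was not always enough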
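Read-out – percent CD8+ FL2 mean versus row control · System – murine 2C transgenic CD8+ T lymphocytes · Times – 1.5 h cell–vesicle binding at 37 °C, then 20 min icy labelling · Control set – naked vesicles low, QL9 vesicles with vehicle high · Detection – cytometric PE anti-B7-1 and Alexa647 anti-CD8 signals after 1% paraformaldehyde fixation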
Lipid droplet: modulators of hepatic lipid droplet formation. inhibition, % at 6.5 µM. hit rate 0.4% among 240,000. AML12 mouse hepatocytes, oleate lipid droplets, BODIPY imaging;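 active means lipid droplet intensity inhibited by at least 50%, with more than 500 cells counted; inconclusive means wells with under 300 cells, treated as cytotoxic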
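Assay system: AML12 hepatocytes (mouse); Probe or stimulus: oleic acid at 100 µM to induce lipid droplet formation; Dosing: compound at 6.5 µM only; Schedule: compound with oleate, overnight; Detection: fluorescence imaging, 20x objective, two fields per well; Measure: % inhibition of lipid droplet signal.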
Myeloid diff 2: myeloid differentiation induction. ER-HoxA9 myeloid progenitors, lysozyme-GFP differentiation, flow cytometry. calls only at 10 µM. hit rate 1% among 360,000. AID 624256;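 active means normalized GFP-positive differentiation at or above the plate's own cutoff, the solvent-only control mean plus 3 SD; inconclusive means no clear call, values can overlap the other calls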;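 further: cells exposed to compound for four days before flow analysis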
bCat nuc transl: beta-catenin nuclear translocation modulation; HeLa beta-catenin nuclear translocation, immunofluorescence imaging; nuclear translocation activity, % at 5 µM; hit rate 0.3% among 190,000;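 active means nuclear translocation activity above 50% at 5 µM, with a well cell count of 50 or more; inconclusive means wells under 50 cells across six images, flagged as toxic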;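 further: per-cell ratio of nuclear to cytoplasmic median beta-catenin stain intensity; plate controls were DMSO negative control for no effect and GSK-3 inhibitor IX positive control for full effect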
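Assay system: human HeLa cells, native beta-catenin; doses: 5 µM primary, 0.02–20 µM confirmation; incubation: compound treatment 24 h, 37°C, 5% CO2; technique: fluorescence imaging of beta-catenin antibody stain plus DAPI; measure: % activation, nuclear-to-cytoplasmic median beta-catenin signal ratio per cell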
West Nile antiviral: West Nile virus antiviral activity, cell-based, CPE readout (AID 1621) | West Nile virus-infected cells, CPE inhibition; higher % means a stronger effect | one-dose CPE inhibition, % at 10 µM; IC50 in µM for titrated hits | hit rate 0.02% among 290,000; in the data active means a potency from the dose series; inconclusive means CPE inhibition mostly from about 3.7% at the one dose, without a potency; inactive means the rest, 99 in 100 with CPE inhibition below about 2.2%; further: strong numbers were not always called active
WT yeast gro inh: growth inhibition of WT yeast, mitochondrial fusion screen. mitochondrial fusion phenotypic screen, WT strain. inhibition, % at 10 µM. hit rate 2.1% among 190,000; in the data active means inhibition above about 58%; tested in S. cerevisiae
MT stabilize HCS: microtubule stabilization, imaging screen. hit rate 0.83% among 200,000. HeLa tubulin immunostaining HCS, 24 h; share of cells brighter than vehicle mean+2SD. % tubulin-high responders, % at 10 µM;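 active means plate Z-score above 3 for both tubulin-high and condensed-nucleus cell shares, with cell loss under 80%, at 10 µM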;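 further: anti alpha tubulin signal scored within the nucleus-defined area of each cell; some results filed as inactive read as strong as hits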
WT yeast gro inh mutant strain: recorded beside WT yeast gro inh, whose call it bears; inhibition, %; mitochondrial fusion phenotypic screen, mutant strain inhibition
Ins promoter up cell count: further read-out of Ins promoter up, marked with its call; cell count; measured here: cytotoxicity, nuclei count;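 total cells summed across four imaged fields per well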
Lipid droplet cells 6.5 µM: recorded beside Lipid droplet, whose call it bears; cell count; measured here: cell count, cytotoxicity flag;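 cells counted across two imaged fields per well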
bCat nuc transl cell count 5 µM: also measured in bCat nuc transl; calls as there; cell count; measured here: cell count, cytotoxicity flag
T cell modulator vesicle-bound %: also measured in T cell modulator; calls as there; double positive events, %; measured here: CD8+ vesicle-bound cell fraction;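 binding gate set so that unloaded-vesicle control wells show 10% double positive cells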
MT stabilize HCS Hoechst-high %: further read-out of MT stabilize HCS, marked with its call; % Hoechst-high responders; measured here: nuclear condensation Hoechst responders;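 share of cells brighter than vehicle mean plus two SD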
MT stabilize HCS cytotoxicity %: second read-out of MT stabilize HCS, no call of its own (marks repeat the call); toxicity, %; measured here: cytotoxicity by cell density;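 0% = mean cell density of plate MIN control wells and 100% = no cells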
Autophagy mod cell loss 18 h: recorded beside Autophagy mod, whose call it bears; toxicity, %; measured here: cell loss, nuclei count;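 cell loss after 18 h compound exposure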
Myeloid diff 2 GFP+ MAC1+ %: further read-out of Myeloid diff 2, marked with its call; GFP+ MAC1+ double positive, %; measured here: differentiation confirmed by MAC1 staining
* hit, by the source's call; i = inactive; ? = inconclusive; nt = not tested or not shown. No enrichment for hits; 3.9% or so of the library scored in one or more.

structure	Ins promoter up	Ins promoter up cell count	Autophagy mod	Autophagy mod cell loss 18 h	T cell modulator	T cell modulator vesicle-bound %	Lipid droplet	Lipid droplet cells 6.5 µM	Myeloid diff 2	Myeloid diff 2 GFP+ MAC1+ %	bCat nuc transl	bCat nuc transl cell count 5 µM	West Nile antiviral	WT yeast gro inh	WT yeast gro inh mutant strain	MT stabilize HCS	MT stabilize HCS Hoechst-high %	MT stabilize HCS cytotoxicity %
O=C(Nc1ccc(S(=O)(=O)N2CCCC2)cc1)c1cnccn1	-0.45	1354	i	15.9	i	21.4	-1.7	667	i	0.3	0.8	1063	0.2%	-11.4	-9.5	nt	nt	nt
CC(C)(C)c1cc(CCC(=O)N2CCNCC2)c(C(C)(C)C)cc1O	-1.19	1199	i	-3.9	i	14.3	-3.4	692	i	0.5	0.8	1088	-0.8%	-7.8	-22.7	3.7	1.8	5.5
CCOc1cccc2c1OC1(C)CC2NC(=O)N1c1ccc(OC)cc1 (stereo unspecified)	0.1	1866	i	3.3	i	45.9	2.8	634	i	1.4	-0.6	1045	0.0%	4.5	8.0	6.9	2.6	3.1
CCCCOc1ccc(C(=O)N/C(=C/c2cccc([N+](=O)[O-])c2)C(=O)O)cc1	0.74	1536	i	5.4	i	50.3	1.2	747	i	0.2	0.9	914	0.2%	6.3	-5.6	3.1	2.5	6.1
COc1ccc(N2CCN(C(C)C(=O)Nc3nnc(C)s3)CC2)cc1 (stereo unspecified)	-1.17	1485	i	10.9	i	48.4	-5.7	595	i	0.1	0.5	1027	-1.2%	-15.9	-26.1	3.5	1.7	3.9
Cc1ccc(Nc2c(-c3ccco3)nc3ccccn23)cc1	-0.16	1495	i	-1.6	i	51.8	10.7	673	i	0.9	3.4	993	-1.5%	6.6	11.8	4.9	4.0	6.6
COC(=O)c1ccc(COc2ccccc2/C=C(\C#N)C(=O)Nc2c(C)cccc2C)cc1	0.46	1097	i	12.2	i	19.7	-104.5	542	i	2.5	nt	nt	1.6%	31.2	-9.1	3.1	3.1	34.4
COc1cc(C(=O)Nc2cc(-c3cn4cccnc4n3)ccc2C)cc(OC)c1OC	-0.12	1224	i	-17.6	i	30.1	-6.9	634	i	0.6	0.9	1071	0.1%	-14.0	10.2	2.4	4.0	5.2
CC1CCN(C(=O)CCNS(=O)(=O)c2ccccc2)CC1	-0.89	1379	i	-0.5	i	32.9	5.5	722	i	1.1	5.8	1153	0.0%	-5.1	-9.9	2.7	1.3	8.8
CC(C)OC(=O)CC(=O)CSc1nc2c(cc1C#N)CCCCC2	0.78	1849	i	-1.7	i	31.1	-8.5	592	i	0.7	-1.6	1053	0.1%	4.3	21.1	2.2	1.3	2.3
O=C(Cn1ccc([N+](=O)[O-])n1)NCC1CCCO1 (stereo unspecified)	nt	nt	nt	nt	i	60.1	0.4	675	i	0.5	nt	nt	0.3%	nt	nt	nt	nt	nt
CCOC(=O)/C(C#N)=C\c1c(OCC)n(CC)c2ccccc12	-0.11	1518	i	16.5	i	55.1	10.3	716	i	0.5	2.4	1144	-0.5%	13.0	8.8	3.5	1.9	5.7
COCCNC(=O)c1ccc(CN2CCC(Cc3ccccc3)CC2)cc1	nt	nt	nt	nt	i	34.3	-4.6	779	i	0.6	nt	nt	-2.2%	nt	nt	nt	nt	nt
Cc1ccc(N(CC(=O)NCCSc2ccccn2)S(=O)(=O)c2ccc(F)cc2)cc1	nt	nt	i	6.5	i	15.8	0.3	720	i	0.1	0.4	1012	-0.4%	-5.2	-13.9	0.9	1.1	5.4
CCCCCCCc1c(O)nc(SCCN2CCOCC2)[nH]c1=O	-0.18	1343	i	37.0	i	44.4	0.5	630	i	0.4	1.1	1051	0.1%	-16.9	-9.7	2.9	1.1	1.3
COc1ccnc(Oc2ccccc2)c1C(N)=O	1.76	1379	i	11.8	i	51.9	-31.1	751	i	0.3	-2.4	1083	0.0%	-4.8	-9.3	3.6	2.4	4.1
COc1ccc(C)cc1NC(=O)C(NCC1CCCO1)c1ccccc1 (stereo unspecified)	-0.2	1317	i	7.3	i	47.7	-3.5	713	i	0.6	6.3	466	-1.1%	-3.2	-21.8	3.4	3.2	4.3
Fc1cccc(Cl)c1-c1nnc2ccc3ccccc3n12	-0.29	1262	i	7.0	i	43.4	17.6	701	i	0.1	-3.9	1124	-1.9%	-1.8	-28.3	2.7	1.0	6.5
CCOC(=O)C12CNC(=O)C(C(=O)OCC)(CNC1=O)C2	0.45	969	i	22.1	i	25.4	nt	nt	nt	nt	0.1	1124	0.2%	-1.9	9.5	9.8	1.6	12.5
Cc1ccc(NC(=O)CN2CCC(C(N)=O)CC2)cc1[N+](=O)[O-]	-0.76	1290	i	9.3	i	40.9	5.3	683	i	0.6	1.4	1117	0.2%	-8.6	-3.5	2.8	2.4	3.8
CCC(CC)C(=O)N1c2ccc(F)cc2CCC1C (stereo unspecified)	-0.24	1430	i	-18.4	i	52.7	nt	nt	i	1.3	-11.4	1033	-0.3%	17.3	6.8	0.9	1.6	7.0
Cc1ccc(NC(=O)COc2ccc(/C=C3/NC(=O)NC3=O)cc2)cc1	nt	nt	nt	nt	i	11.8	0.2	836	?	nt	nt	nt	-0.8%	nt	nt	nt	nt	nt
C/C(=N\N1CCN(Cc2ccccc2Cl)CC1)c1ccc([N+](=O)[O-])cc1	nt	nt	nt	nt	i	36.6	1.4	696	i	0.2	1.7	1270	-0.5%	nt	nt	nt	nt	nt
Nc1nc2c3ccccc3nc(Cc3ccccc3)n2n1	0.36	2023	i	4.8	i	20.5	7.7	700	i	2.1	-3.2	1157	0.9%	9.5	11.8	4.6	1.7	4.4
Cc1ccc(Cn2nnc3c(=O)n(CC(=O)NCc4ccc5c(c4)OCO5)cnc32)cc1	-0.14	1317	i	-1.2	nt	nt	6.8	716	i	4.2	1.0	1201	1.5%	-13.7	-5.7	2.8	1.6	4.4

Rewritten with values under each structure: part of the list above.
Results follow in this order: Ins promoter up	Ins promoter up cell count	Autophagy mod	Autophagy mod cell loss 18 h	T cell modulator	T cell modulator vesicle-bound %	Lipid droplet	Lipid droplet cells 6.5 µM	Myeloid diff 2	Myeloid diff 2 GFP+ MAC1+ %	bCat nuc transl	bCat nuc transl cell count 5 µM	West Nile antiviral	WT yeast gro inh	WT yeast gro inh mutant strain	MT stabilize HCS	MT stabilize HCS Hoechst-high %	MT stabilize HCS cytotoxicity %
> COc1ccc(N2CCN(C(C)C(=O)Nc3nnc(C)s3)CC2)cc1 (stereo unspecified)
    -1.17	1485	i	10.9	i	48.4	-5.7	595	i	0.1	0.5	1027	-1.2%	-15.9	-26.1	3.5	1.7	3.9
> Cc1ccc(Nc2c(-c3ccco3)nc3ccccn23)cc1
    -0.16	1495	i	-1.6	i	51.8	10.7	673	i	0.9	3.4	993	-1.5%	6.6	11.8	4.9	4.0	6.6
> COC(=O)c1ccc(COc2ccccc2/C=C(\C#N)C(=O)Nc2c(C)cccc2C)cc1
    0.46	1097	i	12.2	i	19.7	-104.5	542	i	2.5	nt	nt	1.6%	31.2	-9.1	3.1	3.1	34.4
> COc1cc(C(=O)Nc2cc(-c3cn4cccnc4n3)ccc2C)cc(OC)c1OC
    -0.12	1224	i	-17.6	i	30.1	-6.9	634	i	0.6	0.9	1071	0.1%	-14.0	10.2	2.4	4.0	5.2

Further entries.
structure	Ins promoter up	Ins promoter up cell count	Autophagy mod	Autophagy mod cell loss 18 h	T cell modulator	T cell modulator vesicle-bound %	Lipid droplet	Lipid droplet cells 6.5 µM	Myeloid diff 2	Myeloid diff 2 GFP+ MAC1+ %	bCat nuc transl	bCat nuc transl cell count 5 µM	West Nile antiviral	WT yeast gro inh	WT yeast gro inh mutant strain	MT stabilize HCS	MT stabilize HCS Hoechst-high %	MT stabilize HCS cytotoxicity %
COc1ccc(/C=C/c2nc3ccccc3n2C)cc1	-0.25	1135	i	-27.0	i	43.4	21.8	715	i	0.6	-2.3	1127	-1.7%	86.3	89.2	2.6	2.0	7.0
CSc1nnc(CSCc2ccc(Cl)cc2Cl)n1-c1ccccc1	nt	nt	i	10.5	i	27.2	nt	nt	i	7.1	nt	nt	-0.8%	nt	nt	2.3	1.4	5.3
COc1ccc(-c2nc(CN3CCN(C(=O)c4ccco4)CC3)c(C)o2)c(F)c1	nt	nt	nt	nt	i	40.9	-1.9	868	i	0.9	nt	nt	-0.8%	nt	nt	nt	nt	nt
O=S(=O)(Nc1nc2ccccc2nc1Cl)c1ccc2c(c1)OCCO2	0.14	1379	i	-6.6	i	33.1	7.4	689	i	0.5	0.2	1093	0.9%	-8.2	-1.2	2.3	1.8	5.6
COc1ccc(CN2CCNC(=O)C2CC(=O)N(C)CC2CCOCC2)cc1OC (stereo unspecified)	nt	nt	nt	nt	i	34.4	-2.6	718	i	0.3	nt	nt	-0.1%	nt	nt	nt	nt	nt
COc1ccc(N2CCN(C(=O)CCCC(=O)c3ccccc3)CC2)cc1	nt	nt	nt	nt	i	51.9	-0.1	819	i	2.1	nt	nt	-0.2%	nt	nt	nt	nt	nt
Cn1c(=O)c2c(nc(NC(Cc3ccccc3)C(=O)O)n2Cc2ccccc2)n(C)c1=O (stereo unspecified)	1.14	1173	i	-3.9	i	41.2	nt	nt	i	1.3	-2.3	970	0.1%	-9.5	-4.8	4.3	3.2	5.4
O=C(Cc1ccc([N+](=O)[O-])cc1)c1ccc(O)cc1O	0.33	1019	nt	nt	i	20.5	11.8	647	i	0.4	0.2	1305	0.1%	nt	nt	nt	nt	nt

High-throughput results from PubChem BioAssay.
